BioA inh – M. tuberculosis BioA enzyme inhibitors, primary screen, biochemical, plate reader, single point, HTS. 7,8-diaminopelargonic acid synthase BioA (Mycobacterium tuberculosis). purified M. tuberculosis BioA enzyme. inhibition, % at 9.99 µM. actives 0.096% (n = 360,000). AID 602481, 2012; in the data active = inhibition above about 40%
The depositor's hits bear a star. These rows are one share of the data; rates above refer to the full screens.

SMILES	BioA inh
C[C@H]1CN([C@@H](C)CO)C(=O)CCCn2cc(nn2)CO[C@H]1CN(C)S(C)(=O)=O	0.5
COc1ccc(NC(=O)Nc2cccc3c2O[C@@H](CN(C)S(=O)(=O)c2ccccc2)[C@H](C)CN([C@@H](C)CO)C3=O)cc1	-2.4
C[C@H]1CN([C@@H](C)CO)S(=O)(=O)c2ccc(-c3ccccc3)cc2O[C@H]1CN(C)Cc1ccccc1	-0.1
CN1c2ccc(C#Cc3cccnc3)cc2[C@H]2[C@H](CCN2C(=O)C2CCCCC2)[C@@H]1CO	-0.4
C[C@H]1CN([C@@H](C)CO)C(=O)c2cccc(NS(=O)(=O)c3ccc(F)cc3)c2O[C@H]1CN(C)S(C)(=O)=O	-0.9
CC=Cc1ccc2n(c1=O)C[C@H]1[C@H](CO)[C@@H](C(=O)NCC)N(Cc3nccs3)[C@@H]21 (mixture of isomers)	-4.0
COc1cccc(-c2cnc3c(c2)C(=O)N([C@@H](C)CO)C[C@@H](C)[C@@H](CN(C)Cc2ccc(C(=O)O)cc2)O3)c1	2.1
Cc1cccc(S(=O)(=O)N2CCCCN3[C@@H](CO)[C@H](c4ccc(C#C[C@H](C)O)cc4)[C@@H]3C2)c1	1.2
O=C(C[C@H]1CC[C@@H](NC(=O)C2CCC2)[C@@H](CO)O1)Nc1nccs1	-0.3
N#C[C@@H]1[C@H](c2ccc(C#Cc3ccccc3F)cc2)[C@H](CO)N1C(=O)C1CCCCC1	-2.8
Cc1ccc(S(=O)(=O)N(C)C[C@H]2Oc3ccc(NS(=O)(=O)c4ccc(F)cc4)cc3C(=O)N([C@@H](C)CO)C[C@H]2C)cc1	-4.3
COc1ccccc1NC(=O)N[C@@H]1CC[C@H](CCNS(=O)(=O)c2ccc(F)cc2)O[C@@H]1CO	2.9
CCNC(=O)[C@H]1[C@H](CO)[C@H]2Cn3c(cccc3=O)[C@H]2N1Cc1cccc(F)c1	-0.6
COC(=O)C[C@@H]1CC[C@@H]2[C@@H](COc3ccc(NC(=O)c4ccccc4)cc3C(=O)N2C)O1	4.2
C[C@H]1CN([C@@H](C)CO)C(=O)c2cc(N(C)C)ccc2O[C@@H]1CN(C)C(=O)Nc1ccc(C(F)(F)F)cc1	-2.6
CC=Cc1ccc2n(c1=O)C[C@@H]1[C@@H](CO)[C@H](C(=O)NCC3CC3)[C@H]2N1S(=O)(=O)c1cn(C)cn1 (mixture of isomers)	2.9
COc1cccc(CNC(=O)C[C@@H]2C=C[C@@H](NC(C)=O)[C@H](CO)O2)c1	-1.4
O=C(O)[C@@H]1[C@@H](CO)[C@@H]2Cn3c(ccc(C4=CCCCC4)c3=O)[C@@H]2N1Cc1ccccc1F	1.2
CCCNC(=O)Nc1ccc2c(c1)OC[C@@H](C)N(Cc1ccccn1)C[C@@H](C)[C@@H](OC)CN(C)C2=O	-6.3
Cc1ccccc1-c1cnc2c(c1)C(=O)N([C@@H](C)CO)C[C@@H](C)[C@H](CN(C)Cc1ccncc1)O2	-0.7
O=C(C[C@@H]1C=C[C@H](NC(=O)Nc2ccc(C(F)(F)F)cc2)[C@@H](CO)O1)NCc1ccccn1	-2.6
CC(=O)Nc1ccc2c(c1)C(=O)N(C)[C@@H]1CC[C@H](CC(=O)NCc3ccccc3Cl)O[C@@H]1CO2	-1.5
CNC[C@@H]1Oc2ccc(NC(=O)Nc3ccc(F)cc3)cc2C(=O)N([C@H](C)CO)C[C@H]1C	0.7
C[C@@H]1CN([C@@H](C)CO)S(=O)(=O)c2ccc(Br)cc2O[C@H]1CN(C)S(=O)(=O)c1cccc(F)c1	0.8
Cc1ccc(S(=O)(=O)N[C@@H]2C=C[C@H](CC(=O)N3CCN(c4ccccc4)CC3)O[C@@H]2CO)cc1	-0.4

Ten entries already listed, arranged by count of non-hydrogen atoms, falling:
SMILES	BioA inh
COc1ccc(NC(=O)Nc2cccc3c2O[C@@H](CN(C)S(=O)(=O)c2ccccc2)[C@H](C)CN([C@@H](C)CO)C3=O)cc1	-2.4
COc1cccc(-c2cnc3c(c2)C(=O)N([C@@H](C)CO)C[C@@H](C)[C@@H](CN(C)Cc2ccc(C(=O)O)cc2)O3)c1	2.1
C[C@H]1CN([C@@H](C)CO)C(=O)c2cc(N(C)C)ccc2O[C@@H]1CN(C)C(=O)Nc1ccc(C(F)(F)F)cc1	-2.6
C[C@H]1CN([C@@H](C)CO)C(=O)c2cccc(NS(=O)(=O)c3ccc(F)cc3)c2O[C@H]1CN(C)S(C)(=O)=O	-0.9
C[C@H]1CN([C@@H](C)CO)S(=O)(=O)c2ccc(-c3ccccc3)cc2O[C@H]1CN(C)Cc1ccccc1	-0.1
Cc1ccc(S(=O)(=O)N[C@@H]2C=C[C@H](CC(=O)N3CCN(c4ccccc4)CC3)O[C@@H]2CO)cc1	-0.4
COc1ccccc1NC(=O)N[C@@H]1CC[C@H](CCNS(=O)(=O)c2ccc(F)cc2)O[C@@H]1CO	2.9
N#C[C@@H]1[C@H](c2ccc(C#Cc3ccccc3F)cc2)[C@H](CO)N1C(=O)C1CCCCC1	-2.8
C[C@H]1CN([C@@H](C)CO)C(=O)CCCn2cc(nn2)CO[C@H]1CN(C)S(C)(=O)=O	0.5
O=C(C[C@H]1CC[C@@H](NC(=O)C2CCC2)[C@@H](CO)O1)Nc1nccs1	-0.3

Following part.
SMILES	BioA inh
CO[C@@H]1CN(C)C(=O)c2ccc(NC(=O)Nc3cccc(Cl)c3)cc2OC[C@@H](C)N(C(=O)Nc2c(C)noc2C)C[C@H]1C	0.4
CCC(=O)NC[C@@H]1[C@H](c2ccc(-c3cccc(F)c3)cc2)[C@@H](CO)N1C(=O)CC	20
COc1ccc(S(=O)(=O)N(C)C[C@H]2Oc3ccc(NC(=O)NC(C)C)cc3CC(=O)N([C@@H](C)CO)C[C@@H]2C)cc1	1.5
CCCN1C[C@H](C)[C@H](OC)CN(C)C(=O)c2cc(NS(C)(=O)=O)ccc2OC[C@H]1C	-1.0
CC(C)NC(=O)Nc1ccc2c(c1)C(=O)N([C@H](C)CO)C[C@H](C)[C@@H](CN(C)C(=O)CCC(F)(F)F)OCCCC[C@H](C)O2	0.5
C[C@H]1CN([C@@H](C)CO)C(=O)c2cc(N(C)C)ccc2O[C@@H]1CN(C)S(=O)(=O)c1ccccc1	-0.3
CCC(=O)N1C[C@H](C)[C@@H](OC)CN(C)C(=O)c2cc(NC(=O)C3CCCCC3)ccc2OC[C@@H]1C	1.1
C[C@H](CO)N1C[C@H](C)[C@H](CN(C)CC2CCOCC2)Oc2ncc(C#CCc3ccccc3)cc2C1=O	0.6
Cc1noc(C)c1NC(=O)N(C)C[C@H]1Oc2c(NS(=O)(=O)c3cn(C)cn3)cccc2C(=O)N([C@@H](C)CO)C[C@H]1C	-2.3
CN1C[C@H]2[C@@H](c3ccccc31)[C@H](CO)N2C(=O)c1ccccn1	6.8
C[C@@H]1CN([C@@H](C)CO)C(=O)c2cc(NS(C)(=O)=O)ccc2O[C@@H]1CN(C)C(=O)NC1CCCCC1	-2.1
O=C(C[C@H]1CC[C@@H]2[C@H](COC[C@@H](O)CN2C(=O)c2ccncc2)O1)NC1Cc2ccccc2C1	-0.6
Cc1ccc(S(=O)(=O)Nc2ccc3c(c2)C(=O)N([C@H](C)CO)C[C@@H](C)[C@@H](CN(C)C(=O)Nc2ccccc2)OCCCC[C@@H](C)O3)cc1	-1.9
O=C(C[C@H]1CC[C@H](NC(=O)Nc2ccc(F)cc2)[C@H](CO)O1)NCCN1CCCC1	0.6
COc1cccc(C(=O)Nc2ccc3c(c2)C(=O)N(C)C[C@@H](OC)[C@H](C)CN[C@H](C)CO3)c1	0.9
C[C@@H]1CN([C@@H](C)CO)C(=O)c2cc(NC(=O)c3ccncc3)ccc2O[C@H]1CN(C)Cc1ccncc1	-0.1
Cc1ccc(S(=O)(=O)N(C)C[C@@H]2Oc3ccc(NC(=O)C4CC4)cc3CC(=O)N([C@@H](C)CO)C[C@@H]2C)cc1	-1.1
CCCNC(=O)C[C@H]1C[C@H]2c3cc(NC(=O)NC4CCCC4)ccc3O[C@H]2[C@H](CO)O1	-1.6
CNC[C@@H]1OCCCC[C@@H](C)Oc2ccc(NC(=O)Nc3cccc4ccccc34)cc2C(=O)N([C@H](C)CO)C[C@H]1C	-0.7
C[C@H](CO)N1C[C@H](C)[C@H](CN(C)C(=O)Nc2ccccc2)Oc2ccc(NC(=O)CCC(F)(F)F)cc2CC1=O	1.3
C[C@H]1CCCCO[C@@H](CN(C)S(=O)(=O)c2ccc(Cl)cc2)[C@@H](C)CN([C@@H](C)CO)C(=O)c2cc(NS(=O)(=O)c3ccc(Cl)cc3)ccc2O1	-1.8
C[C@H]1CCCCO[C@H](CN(C)C(=O)c2ccccc2)[C@@H](C)CN([C@@H](C)CO)C(=O)c2cc(NC(=O)Cc3ccccc3)ccc2O1	29
COc1ccc(NC(=O)Nc2ccc3c(c2)C(=O)N([C@H](C)CO)C[C@@H](C)[C@H](CN(C)Cc2ccc(Oc4ccccc4)cc2)O3)cc1	-6.5
CCCNC(=O)NC[C@@H]1[C@@H](c2ccc(C3=CCCC3)cc2)[C@@H](CO)N1C(C)=O	-1.0
O=C(C[C@@H]1C[C@@H]2c3cc(NC(=O)c4cccnc4)ccc3O[C@@H]2[C@@H](CO)O1)NCCN1CCCCC1	35
(listing goes on)
SMILES	BioA inh
O=C(c1cccc(F)c1)N1CCCCN2[C@H](C1)[C@H](c1ccc(-c3ccncc3)cc1)[C@@H]2CO	-1.8
CN1CCN(C(=O)C[C@@H]2CC[C@@H]3[C@H](COC[C@@H](O)CN3Cc3ccc4c(c3)OCO4)O2)CC1	-1.0
O=C(C[C@@H]1CC[C@H]2[C@@H](COC[C@@H](O)CN2C(=O)c2ccncc2)O1)Nc1ccc(-c2ccccc2)cc1	3.3
Cc1cc(C(=O)Nc2cccc3c2O[C@H](CN(C)S(C)(=O)=O)[C@H](C)CN([C@H](C)CO)C3=O)n(C)n1	-14
O=C(C[C@@H]1CC[C@H]2[C@@H](COC[C@@H](O)CN2S(=O)(=O)c2cccc(Cl)c2)O1)NCCCN1CCOCC1	1.2
Cc1ccc(S(=O)(=O)N(C)C[C@H]2Oc3c(NC(=O)Nc4ccc(C(F)(F)F)cc4)cccc3C(=O)N([C@@H](C)CO)C[C@H]2C)cc1	-2.1
CO[C@H]1CN(C)C(=O)c2cc(NC(=O)c3ccc(Oc4ccccc4)cc3)ccc2OC[C@@H](C)NC[C@@H]1C	2.2
CNC(=O)C[C@H]1CC[C@@H]2[C@H](COC[C@H](O)CN2C(=O)Nc2cccc(OC)c2)O1	5.7
C[C@H]1CN([C@@H](C)CO)C(=O)c2cc(NS(=O)(=O)c3ccccc3)ccc2O[C@H]1CN(C)S(=O)(=O)c1cccs1	4.2
COc1ccc(S(=O)(=O)Nc2ccc3c(c2)C(=O)N([C@H](C)CO)C[C@H](C)[C@H](CN(C)Cc2ccccc2)OCCCC[C@H](C)O3)cc1	0.7
CN1CCN(C(=O)c2cc3c(c(-c4cccc(-c5ccc(C#N)cc5)c4)n2)[C@@H](CCO)N([S@](=O)C(C)(C)C)C3)CC1	-0.4
C[C@H]1CN([C@@H](C)CO)C(=O)c2cc(NC(=O)CCN3CCOCC3)ccc2O[C@@H]1CN(C)S(C)(=O)=O	0.8
C[C@@H]1CN([C@@H](C)CO)S(=O)(=O)c2ccc(C#Cc3ccccc3F)cc2O[C@@H]1CN(C)C(=O)Cc1ccncc1	-0.4
CC(C)NC(=O)N[C@@H]1CC[C@@H](CCNC(=O)C2CCOCC2)O[C@H]1CO	0.4
COc1ccc(NC(=O)Nc2ccc3c(c2)[C@@H]2C[C@@H](CC(=O)N(C)C)O[C@@H](CO)[C@@H]2O3)cc1	2.3
CC(C)NC(=O)N(C)C[C@H]1Oc2ncc(C3=CCCCC3)cc2C(=O)N([C@@H](C)CO)C[C@H]1C	-6.1
CCCC(=O)Nc1ccc2c(c1)OC[C@@H](C)N(Cc1ccccn1)C[C@H](C)[C@@H](OC)CN(C)C2=O	-2.6
CCc1cnc(N2[C@H](CO)[C@@H](c3ccc(C4=CCCCC4)cc3)[C@@H]2C#N)s1	3.4
CCC(=O)N[C@H]1C=C[C@@H](CC(=O)NCC2CCCCC2)O[C@H]1CO	-1.9
C[C@H](CO)N1C[C@H](C)[C@@H](CN(C)C(=O)C2CC2)Oc2ncc(-c3cccnc3)cc2C1=O	1.2
CCCC(=O)Nc1ccc2c(c1)OC[C@@H](C)N(C(=O)C1CCCC1)C[C@@H](C)[C@@H](OC)CN(C)C2=O	-0.3
CCCC(O)C#Cc1cnc2c(c1)C(=O)N([C@H](C)CO)C[C@H](C)[C@H](CN(C)S(C)(=O)=O)O2 (some centres not stated)	-0.1
C[C@H](CO)N1C[C@H](C)[C@@H](CN(C)Cc2ccc(C(F)(F)F)cc2)OCCCC[C@H](C)Oc2ccc(NC(=O)Nc3ccc(F)cc3)cc2C1=O	0.3
COCC(=O)N1[C@@H](CO)[C@@H]2c3ccccc3N(C)C[C@@H]21	-1.7
C[C@@H]1CN([C@H](C)CO)C(=O)c2cc(-c3cccnc3)cnc2O[C@H]1CN(C)C(=O)NC1CCCC1	0.5
Carrying on.
SMILES	BioA inh
Cc1noc(C)c1S(=O)(=O)Nc1ccc2c(c1)CC(=O)N([C@@H](C)CO)C[C@H](C)[C@@H](CN(C)S(=O)(=O)c1ccc(Cl)cc1)O2	-1.4
O=C(C[C@@H]1C=C[C@H](NC(=O)C2CC2)[C@H](CO)O1)NCC1CC1	-0.5
CCC(=O)N1CC[C@@H]2[C@@H](CO)Nc3ccc(C#Cc4ccccc4)cc3[C@@H]21	-2.5
CO[C@@H]1CN(C)C(=O)c2ccc(NS(=O)(=O)c3cn(C)cn3)cc2OC[C@@H](C)N(Cc2ccc(C(F)(F)F)cc2)C[C@H]1C	4.1
Cc1noc(C)c1S(=O)(=O)Nc1ccc2c(c1)C(=O)N([C@@H](C)CO)C[C@@H](C)[C@H](CN(C)CC1CC1)O2	-2.5
COc1ccc(S(=O)(=O)N2CCCCN3[C@H](C2)[C@H](c2ccc(C4=CCCC4)cc2)[C@@H]3CO)cc1	-1.5

Compound activity: PubChem BioAssay, Broad Institute
